# High-throughput results: PubChem, several laboratories
# hiPSC survival = hiPSC single-cell survival enhancement | ATPlite luminescence; 100% = ROCK inhibitor wells, 0% = DMSO | survival enhancement, % at 20 µM | hit rate 0.044% among 360,000; in the data active means survival enhancement above about 18%;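 further: cells exposed to compounds for 16 hours before the ATP read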
# MC4R ag barr = activates human MC4R beta-arrestin recruitment; P32245; U2OS MC4R beta-arrestin complementation, luminescence; percent of melanotan II response, DMSO zero; activation, % at 8.9 µM; hit rate 0.98% among 360,000;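 active means activation above a per-plate cutoff, the mean activation of sample wells on that plate plus 3 SD, cut at about 8% in these data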
# Target sequence (P32245 whole entry, looked up): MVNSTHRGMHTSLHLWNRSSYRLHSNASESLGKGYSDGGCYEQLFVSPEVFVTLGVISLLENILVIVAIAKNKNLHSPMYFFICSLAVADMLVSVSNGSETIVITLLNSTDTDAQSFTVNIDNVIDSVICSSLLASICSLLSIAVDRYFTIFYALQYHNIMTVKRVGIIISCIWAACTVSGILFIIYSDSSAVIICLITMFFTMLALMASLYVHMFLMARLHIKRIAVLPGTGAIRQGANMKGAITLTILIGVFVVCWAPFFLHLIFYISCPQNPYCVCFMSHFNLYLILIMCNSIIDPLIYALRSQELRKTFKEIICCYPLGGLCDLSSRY
# HTR2A ag = mouse HTR2A agonism via beta-arrestin recruitment; AID 624169; CHO-K1 mHTR2A beta-arrestin complementation, luminescence; percent of 30 µM serotonin response; hit rate 0.66% among 360,000; P35363; activation, % at 7.6 µM;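 active means activation above a run cutoff, the mean activation of all tested compounds plus 3 SD, cut at about 14% in these data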;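 further: 0% = plate median of compound wells and 100% = 30 µM serotonin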
# Target sequence (P35363 whole entry, looked up): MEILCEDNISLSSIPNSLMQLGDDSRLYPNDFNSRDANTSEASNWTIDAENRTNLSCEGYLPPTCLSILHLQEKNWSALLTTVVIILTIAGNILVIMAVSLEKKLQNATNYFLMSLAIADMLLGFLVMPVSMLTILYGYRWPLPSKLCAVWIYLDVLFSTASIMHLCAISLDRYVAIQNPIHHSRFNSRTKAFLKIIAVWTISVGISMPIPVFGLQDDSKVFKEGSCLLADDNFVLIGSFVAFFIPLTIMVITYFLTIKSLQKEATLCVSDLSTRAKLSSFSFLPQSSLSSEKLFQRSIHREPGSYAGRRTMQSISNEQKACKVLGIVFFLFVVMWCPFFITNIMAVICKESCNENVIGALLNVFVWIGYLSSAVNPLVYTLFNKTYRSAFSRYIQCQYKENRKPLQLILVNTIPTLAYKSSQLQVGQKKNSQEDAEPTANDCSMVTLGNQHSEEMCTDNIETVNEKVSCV
# ABHD5-PLIN5 inh = blocks binding of human ABHD5 to perilipin-5; Split G. princeps luciferase complementation, luminescence, 4 h; inhibition, % at 4 µM; hit rate 0.78% among 360,000; AID 602281;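 active means inhibition above the mean inhibition across every tested compound plus 3 SD, cut at about 22% in these data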;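 further: 0% = DMSO only wells and the 100% control is not disclosed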
# H9c2 protect = modulators protecting cardiomyocytes from myocardial damage. H9c2 cardiomyocytes, H2O2 injury protection, ATPLite, 2 h. protection from H2O2 cell death, % at 20 µM. hit rate 0.63% among 360,000. AID 588492;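 active means compounds giving at least 50% protection of heart cells from peroxide-induced death in the single-dose screen, raw or plate-pattern-corrected value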;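 further: 0% = DMSO wells with peroxide and 100% = DMSO wells without peroxide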
# ABCB6 inh MLPCN = blocks the human ABCB6 transporter; K562-ABCB6 porphyrin accumulation, flow cytometry, 1 h; active compounds read low; fluorescence ratio to DMSO, % at 10 µM; hit rate 0.19% among 360,000;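 active means fluorescence ratio to DMSO below 75%, the collection mean minus 3 SD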;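 further: signal is porphyrin accumulated inside mitochondria; 100% equals median channel fluorescence of DMSO control wells; lower ratio means ABCB6 inhibition with less porphyrin fluorescence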
# aDG glyco up = increases alpha dystroglycan glycosylation; Pro5-aDG cells, alpha-DG glycosylation AlphaScreen (IIH6); 0% Pro5, 100% B10-LARGE cell signal; activation, % at 10 µM; hit rate 0.22% among 360,000;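 active means activation of at least 8% versus controls, or a plate z-score of at least 8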;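 further: Pro5 are CHO cells carrying HIG-tagged alpha-DG that lacks glycosylation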
# Granule exo inh = lytic granule exocytosis inhibition; hit rate 0.66% among 360,000; AID 651702; TALL-104 LAMP-1 surface exposure, flow cytometry; cells stimulated with thapsigargin and PMA; inhibition, % at 10 µM;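 active means inhibition above about 55%, limit read from the data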
# MC4R antag cAMP = human MC4R antagonism in cAMP assay; P32245; MC4R-expressing cells, MTII-stimulated cAMP, LANCE TR-FRET; inhibition, % at 6.5 µM; hit rate 0.48% among 360,000;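 active means inhibition above its plate's cutoff, the mean of tested wells on that plate plus 3 SD, cut at about 29% in these data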;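 further: 0% = Melanotan II alone and 100% = Melanotan II plus saturating MCL0020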
#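 Assay system: U2OS-MC4R stable cell line; Also added: Melanotan II; Technique: Eu-cAMP/anti-cAMP TR-FRET, emission 671 nm; Times: 30-min compound, 1-h challenge, 1-h detection, room temperature.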
# N-glyco inh = blocks N-linked glycosylation in D54 reporter cells; D54 ERlucT glycosylation luciferase reporter, 24 h; percent of 100 nM tunicamycin response; reporter increase, % at 12.5 µM; hit rate 0.23% among 360,000;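 active means mean luciferase reporter signal, scaled so untreated is 0 and the glycosylation-blocking control 100, at or above a set limit in every replicate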;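 further: luciferase carries N-glycosylation sites so blocking glycosylation raises the light; 0% = median of neutral control wells and 100% = median of 100 nM tunicamycin wells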
# Starred values were filed as active, the others as inactive; · = no result given.
molecule,hiPSC survival,MC4R ag barr,HTR2A ag,ABHD5-PLIN5 inh,H9c2 protect,ABCB6 inh MLPCN,aDG glyco up,Granule exo inh,MC4R antag cAMP,N-glyco inh
Cc1ccc(N2CC(=O)Nc3c(oc4nc(-c5ccccc5)cc(C)c34)C2=O)cc1,-0.4,-1.0,-2,-3,12,101,-0.1,-8,14,1
CCCCCNC(=O)C(c1cc2ccccc2o1)n1c(=O)c(-c2cc3ccccc3[nH]2)nc2ccccc21 (stereo not drawn),·,·,-6,-6,·,·,0.8,13,·,·
Oc1ccc(C[C@H]2CNCCN2CCc2cccc(F)c2)cc1,1.8,-1.6,-3,8,0,97,0.3,11,14,-1
O=C(CSc1nnnn1Cc1ccccc1)N1CCN(c2ccccc2)CC1,1.3,-2.0,-3,3,2,100,0.1,1,1,-2
COc1cc(OC)cc(C(=O)OCC(=O)NC(C)CCc2ccccc2)c1 (stereo not drawn),-0.4,-0.5,1,-12,-3,91,0.1,29,15,-1
Cc1ccc(OCC(=O)NCCNC(=O)c2ccco2)cc1,0.1,-1.7,2,-4,-2,96,-0.2,7,10,2
O=C(Nc1ccccc1Cl)O/N=C(/c1ccccc1)c1ccccn1,0.7,-2.4,4,-7,1,94,-0.1,3,15,2
COCCCn1c(=O)/c(=C\c2ccc(OC(F)F)c(OC)c2)s/c1=C(/C#N)C(=O)NCCOC,0.5,0.2,5,-1,13,94,0.0,-2,7,-1
CC(C)Sc1nc2c(c(=O)[nH]c(=O)n2C)n1CC(O)COc1ccccc1 (stereo not drawn),4.0,0.6,1,4,2,96,0.4,-1,14,0
Cn1nnnc1SCC(=O)NCc1cccc(C(=O)O)c1,-1.3,0.3,-1,2,1,98,0.0,-2,3,4
O=S(=O)(Nc1nccs1)c1ccc(Br)cc1,-1.0,-1.1,-6,1,-4,102,-0.2,-1,14,2
CN(C)/C=C/c1onc(-c2c(F)cccc2Cl)c1C#N,0.6,-1.8,-1,9,-2,99,-0.3,0,1,-2
CC(=O)C[C@@H]1OC[C@H](CO)N1S(=O)(=O)c1ccc(C)cc1,·,·,-5,3,·,·,0.0,-7,·,·
CC(C)OC(=O)N(C)C[C@H]1OCc2cnnn2CCCC(=O)N([C@H](C)CO)C[C@@H]1C,4.7,0.2,4,2,3,105,0.0,-6,-3,4
CCN(CC(=O)NCc1ccc(Cl)cc1)C(=O)C(C)Sc1ccccc1 (stereo not drawn),-0.4,-1.4,-2,0,1,98,0.3,-4,10,-3
CC(C)=CCCC(C)NC(=O)NC1CCCCC1 (stereo not drawn),-5.1,1.3,-2,-8,2,102,0.0,9,2,1
CSc1n[nH]c(NCc2ccc(C)cc2)n1,-1.6,-0.7,1,0,-7,98,-0.1,0,13,2
CCN(CC)CCN(C(=O)CN1C(=O)c2ccccc2C1=O)c1nc2cc3c(cc2s1)OCO3,-0.2,-2.8,-2,0,-3,99,0.7,2,4,0
COc1ccc(N2C(=O)/C(=C/c3ccc([N+](=O)[O-])cc3)C=C2c2ccccc2)cc1,-3.5,-0.3,1,3,-6,363,-0.2,-3,-2,2
Cn1c(N)c(C(=O)COC(=O)c2ccc(F)cc2Cl)c(=O)n(C)c1=O,-2.0,-0.7,-2,-6,-4,102,0.2,-2,4,-1

# Further structures:
molecule,hiPSC survival,MC4R ag barr,HTR2A ag,ABHD5-PLIN5 inh,H9c2 protect,ABCB6 inh MLPCN,aDG glyco up,Granule exo inh,MC4R antag cAMP,N-glyco inh
Cc1ccc(CNc2nc(C)nc3sc4c(c23)CCC4)cc1,-0.4,2.7,8,-12,-16,92,3.3,15,-7,-2
NC(N)=NC(N)=Nc1ccc(O)cc1,-0.2,-0.7,0,5,-4,166,-0.1,4,1,1
O=C1C(=Cc2ccccc2[N+](=O)[O-])Cc2ccccc21,-5.9,0.0,-6,28*,-11,98,-0.3,3,-6,-15
O=C1C2CCCN2C(=O)N1CCCCN1CCN(CCO)CC1 (stereo not drawn),0.9,-0.1,-1,1,-5,100,-0.1,-2,2,1
CCc1ccc(CN(C)CC(=O)Nc2sccc2C#N)cc1,-0.9,6.5,2,-12,-7,99,0.2,-2,1,-1
CCCCn1c(N)c(N(CCOC)C(=O)c2cccc(S(=O)(=O)N(C)c3ccccc3)c2)c(=O)[nH]c1=O,0.3,-1.9,-4,-5,1,96,0.2,-2,6,2
COC(=O)c1c(NC(C)=O)sc(C(=O)Nc2ccccc2)c1C,-0.5,-2.3,-1,3,11,94,0.3,3,-1,1
COc1ccc(-c2noc(Cc3ccccc3OC)n2)cc1,1.9,5.1,0,-4,1,97,0.1,-6,9,-1
Cc1cccc(C)c1NC(=O)C1C2C=CC(C2)C1C(=O)NCc1ccccn1 (stereo not drawn),4.9,0.4,9,4,7,89,0.0,-4,0,1
Nc1nonc1C(=O)NCCNCc1cc(Br)ccc1OCc1ccccc1F,-2.8,-2.2,-6,13,-21,92,4.4,3,7,-3
CCc1ccc(C(=O)OCC(=O)c2c(N)n(CC(C)C)c(=O)n(C)c2=O)cc1,-1.2,-3.1,4,5,-18,98,6.6,0,4,1
CN(C(=O)CC1C(=O)NCCN1Cc1ccccc1F)C1CCOCC1 (stereo not drawn),0.2,-0.6,2,6,1,98,-0.1,-3,2,1
O=[N+]([O-])c1ccc(CCNc2cccc3ccccc23)c([N+](=O)[O-])c1,-0.1,6.1,-3,0,-4,105,-0.4,9,-2,1
O/N=C/c1cn(-c2ccccc2)nn1,2.4,-0.2,-2,2,-4,97,0.5,-4,25,1
Cc1ccccc1NC(=O)NCC1CCCO1 (stereo not drawn),9.4,-0.5,8,4,10,105,0.1,-3,0,0
CC(C)CC(=O)N=C1SC2CS(=O)(=O)CC2N1CCc1ccccc1 (stereo not drawn),3.7,-0.3,-3,1,14,103,-0.1,4,3,0
CCN1C(=O)[C@H]2[C@@H](c3ccc(C)cc3)N3C(=O)N(c4ccc(C)cc4)C(=O)[C@@]3(Cc3ccccc3)[C@H]2C1=O,2.1,-0.3,1,-2,-2,101,-0.2,-2,14,1
CCc1ccccc1NC(=O)C1CCN(C(=O)c2ccc([N+](=O)[O-])cc2)CC1,-1.1,-1.7,3,2,3,102,0.3,-2,-5,1
CCOc1cc(/C=N/Nc2nc(C)cc(=O)[nH]2)ccc1O,0.4,-2.3,3,0,1,100,0.1,-10,-7,3
CCOC(=O)c1c(S(=O)(=O)NCC(=O)NCc2ccc(C)cc2)c(C)n(C)c1C,0.0,-2.2,3,8,-3,93,0.0,-2,-3,-2

# The list goes on:
molecule,hiPSC survival,MC4R ag barr,HTR2A ag,ABHD5-PLIN5 inh,H9c2 protect,ABCB6 inh MLPCN,aDG glyco up,Granule exo inh,MC4R antag cAMP,N-glyco inh
c1cnc2ccc(C(c3nnnn3C3CCCCC3)N3CCCCC3)cc2c1 (stereo not drawn),-0.8,-3.2,-4,-3,-1,103,0.2,5,-1,-1
O=C(OCCCN1CCCCC1)c1ccc(O)cc1,2.8,-0.8,-6,8,4,103,0.2,0,7,-2
O=C1OCCN1c1c(-c2ccccc2)c(-c2cccs2)nc2c(-c3ccccc3)cccc12,1.4,-1.3,1,-13,-3,100,-0.3,-5,4,-1
CCC1SC(CC)C(=O)N(CC(=O)NCc2ccc(F)cc2)C1=O (stereo not drawn),-0.2,-0.9,0,4,1,89,0.0,-4,12,0
CS(=O)(=O)c1ccc(C(=O)OC2CCOC2=O)cc1[N+](=O)[O-] (stereo not drawn),0.3,-2.7,4,7,-5,94,0.0,-5,32*,0
COC(=O)c1cc2ccsc2n1Cc1nc(-c2ccc(OC)cc2)oc1C,-1.3,-1.5,-4,-8,-4,91,0.3,-10,4,-11
CC1CCCC(NC(=O)COC(=O)CCSc2ccccc2)C1C (stereo not drawn),0.1,3.7,8,0,-3,96,-0.1,-1,19,2
COc1cc(/C=C/C(=O)NNC(=O)c2cccc(S(=O)(=O)N(C)C)c2)cc(OC)c1OC,-0.4,1.5,1,1,-1,104,0.4,2,15,1
Cc1ccc(NC(=O)C(C)Sc2n[nH]c(CNc3ccccc3)n2)cc1 (stereo not drawn),-0.8,0.2,-5,6,-1,97,0.1,14,22,0
CCCc1cc(=O)n2nc(N3CCC(C(=O)Nc4cccc(C(C)=O)c4)CC3)sc2n1,-0.6,0.7,9,13,5,102,3.7,-3,-1,2
Cc1ccc2c(N)c(C(=O)N(c3ccccc3)c3ccccc3)sc2n1,1.3,-0.2,1,-2,10,97,-0.1,-2,-4,-4
OCCN1CCN(c2ncnc3ccc(Br)cc23)CC1,-0.1,0.8,-1,7,8,100,0.0,0,-2,-11
CCCCC(=O)NC(=S)NNC(=O)c1ccc(Cl)cc1Cl,0.7,-5.3,-1,-3,6,92,0.0,0,12,1
CCOC(=O)N=Nc1c(O)n(CC(=O)OC)c2ccccc12,3.5,0.4,6,0,3,98,-0.2,-3,-13,1
O=S(=O)(c1ccc(Cl)cc1)N1CCC2(CC1)CO2,1.3,2.3,0,0,3,95,0.1,1,18,0
Cc1csc(SCC(=O)NC2CCCCC2)n1,1.2,0.0,-4,-4,4,92,-0.1,0,4,-1
N#Cc1c2n(c3c(=O)n(Cc4ccccc4Cl)cnc13)CCCCC2,5.4,0.7,-6,3,2,98,-0.4,0,9,1
COc1ccc(NS(=O)(=O)c2ccc(O)c(C(=O)OCC(=O)NC(C)C3CC4CCC3C4)c2)cc1 (stereo not drawn),-0.4,-2.2,5,0,-3,91,-0.1,-2,11,1
CCN(C(=O)COc1ccc(C)cc1OC)c1cccc2ccccc12,-1.8,1.1,-5,1,-4,97,0.2,-6,-14,-1
CC1CN(C(=O)COC(=O)CSc2ccc(C(N)=O)cc2[N+](=O)[O-])CC(C)O1 (stereo not drawn),-0.3,0.5,-1,-15,2,98,-0.1,-4,-8,2

# Shown with values under each structure: 2 of the compounds above
# Every second line gives: hiPSC survival, MC4R ag barr, HTR2A ag, ABHD5-PLIN5 inh, H9c2 protect, ABCB6 inh MLPCN, aDG glyco up, Granule exo inh, MC4R antag cAMP, N-glyco inh
CC(=O)C[C@@H]1OC[C@H](CO)N1S(=O)(=O)c1ccc(C)cc1
    ·, ·, -5, 3, ·, ·, 0.0, -7, ·, ·
CSc1n[nH]c(NCc2ccc(C)cc2)n1
    -1.6, -0.7, 1, 0, -7, 98, -0.1, 0, 13, 2

# (further entries)
molecule,hiPSC survival,MC4R ag barr,HTR2A ag,ABHD5-PLIN5 inh,H9c2 protect,ABCB6 inh MLPCN,aDG glyco up,Granule exo inh,MC4R antag cAMP,N-glyco inh
CC(C)Cn1c(N)c(C(=O)COC(=O)c2ccc3ccccc3n2)c(=O)n(C)c1=O,1.2,-1.8,5,-3,-3,85,0.3,0,6,4
CCOC(=O)C(NCCc1ccccc1F)(NC(=O)CC)C(F)(F)F (stereo not drawn),-0.7,-1.6,0,7,-1,101,-0.1,-12,8,1
CCc1cc(=O)oc2cc(C)cc(OCC(=O)NCCCN3CCOCC3)c12,-0.2,0.2,-2,8,0,97,0.3,3,-3,-1
CC(C)(C)c1nnc2sc(SCC(=O)c3ccccc3)nn2c1=O,1.4,-0.5,2,0,3,99,-0.3,-1,7,5
COc1cccc(NC(=O)CN(C)C(=O)CC(C)c2ccccc2)c1 (stereo not drawn),-0.5,-0.7,1,5,-3,85,-0.2,-10,-3,2
CN1C(=O)[C@H]2[C@@H](c3ccc(C(F)(F)F)cc3)N[C@]3(CCCN(Cc4ccc(Cl)cc4)C3=O)[C@H]2C1=O,-3.1,9.7*,-2,-2,-10,97,0.1,-3,16,-4
